GPR151 ag: activators of human GPR151 | Q8TDV0 | PathHunter beta-arrestin GPR151 cells, luminescence | activation, % at 11.2 µM | hit rate 1% among 650,000 | AID 1508602; in the data active means activation above about 4.9%;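 further: 0% = median of compound wells and 100% = cells with positive control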
MITF inh: human MITF inhibition, primary screen; O75030; AlphaScreen MITF homodimerization, bead proximity signal; inhibition, % at 2.6 µM; hit rate 0.91% among 650,000; AID 1259374; in the data active means inhibition above about 50%;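 further: 0% = vehicle wells with protein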
TEAD-YAP block: TEAD-YAP interaction inhibition; HEK-TIYL cells, TEAD-Gal4/YAP UAS-luciferase luminescence; inhibition, % at 9.12 µM; hit rate 1.4% among 640,000; AID 1259422; in the data active means inhibition above about 32%;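 further: 0% = median of test compound wells and 100% = reference inhibitor wells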
FBW7 activator: activators of human E3 ligase FBW7; hit rate 0.13% among 650,000; AID 1259310; AlphaScreen FBW7–phospho-cyclin E peptide binding, activator screen; Q969H0; normalized activity (activation), % at 26.1 µM; in the data active means normalized activity above about 1.9%;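 further: purified mutant Fbw7 with reduced substrate affinity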
Target sequence (Q969H0 whole entry, looked up): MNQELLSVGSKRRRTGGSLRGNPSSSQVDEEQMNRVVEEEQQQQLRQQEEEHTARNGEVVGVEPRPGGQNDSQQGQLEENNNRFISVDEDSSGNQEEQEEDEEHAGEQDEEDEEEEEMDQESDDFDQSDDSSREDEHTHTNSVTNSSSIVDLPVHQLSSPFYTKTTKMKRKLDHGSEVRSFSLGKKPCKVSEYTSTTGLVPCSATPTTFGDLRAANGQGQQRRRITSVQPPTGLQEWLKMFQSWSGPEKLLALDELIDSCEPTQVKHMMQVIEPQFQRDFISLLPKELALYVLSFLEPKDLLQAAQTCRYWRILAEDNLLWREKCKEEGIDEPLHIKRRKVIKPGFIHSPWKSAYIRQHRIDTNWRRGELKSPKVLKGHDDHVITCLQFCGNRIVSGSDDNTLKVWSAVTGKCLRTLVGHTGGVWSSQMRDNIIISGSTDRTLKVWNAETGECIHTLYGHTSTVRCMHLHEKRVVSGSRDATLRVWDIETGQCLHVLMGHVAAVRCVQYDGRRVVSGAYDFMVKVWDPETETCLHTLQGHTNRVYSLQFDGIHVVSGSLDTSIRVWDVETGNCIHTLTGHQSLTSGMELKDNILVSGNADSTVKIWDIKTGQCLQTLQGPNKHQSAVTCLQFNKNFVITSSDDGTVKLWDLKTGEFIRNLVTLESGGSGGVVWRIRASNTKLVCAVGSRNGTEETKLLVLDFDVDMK
* marks the source's active call; other numbers are inactive results. The order is random; any-hit rate near 3.5%.

structure,GPR151 ag,MITF inh,TEAD-YAP block,FBW7 activator
CCOC(=O)N/N=C/c1ccc(-c2ccc(C(=O)OCC)cc2)o1,-1.0,-4,-40,0.0
CN1C(C(=O)c2ccccc2)=C(NC(=O)c2ccc(F)cc2)c2ccccc2S1(=O)=O,-0.2,-1,-1,-0.1
CCOc1ccc(OCCSc2nc(C)cc(=O)[nH]2)cc1,-9.1,8,-12,0.3
COc1ccc(S(=O)(=O)NCC2(c3cccs3)CCCC2)cc1F,1.1,11,2,0.2
CSc1nnc(SCC(=O)NNC(=O)COc2ccc(Cl)cc2)s1,-0.3,11,11,0.4
Nc1cccc(-c2cc(NCCc3ccc(O)cc3)nc(N)n2)c1,-0.1,-6,17,-0.1
N#C/C(=C\c1ccc(/C=C(\C#N)c2nn(-c3ccccc3)c(N)c2C#N)cc1)c1nn(-c2ccccc2)c(N)c1C#N,0.0,0,5,0.0
Nc1nc(-c2ccccc2)cc(N2CCCC2)n1,-0.2,18,45*,0.5
O=C(O)c1ccc(/C=C2\SC(=S)N(Cc3ccco3)C2=O)cc1,-0.7,24,7,-0.2
CCOc1ccccc1N(CC(=O)Nc1ccc2c(c1)OCCO2)S(C)(=O)=O,1.0,8,3,0.1
C/C(N)=C(/C#N)C(=O)CSc1nc2ccccc2[nH]1,-3.2,19,-39,0.0
COc1cc(C(=O)N2CCN(C(=O)c3ccccc3)CC2)cc(OC)c1OC,-0.4,2,-7,-0.1
COc1cccc(C2=N/C(=C\c3cccc(F)c3)C(=O)O2)c1,-1.1,-1,0,-0.1
Cc1cccc(NC(=O)c2ccc(F)c(S(=O)(=O)N3CCOCC3)c2)c1,1.9,-2,5,0.0
CCN(CC)CCN1C(=O)C(O)=C(C(=O)/C=C/c2ccco2)C1c1cccnc1 (configuration not stated),-0.3,42,1,-0.2
O=C(NCc1ccccc1Cl)C(=O)Nc1ccccc1,1.3,9,-46,0.1
Nc1ccccc1-c1nc2ccccc2c(=O)o1,-2.6,22,-24,2.4*
CC1(C)CC(=O)C/C(=N/NC(=O)C2CC23CCC3)C1 (configuration not stated),0.8,-8,-2,-0.2
COc1ccc2c(c1)C(=O)CC(c1ccc3c(c1)OCCO3)O2 (configuration not stated),-2.0,21,-33,0.5
CCN(CC)C(=O)/C(=C/c1cccc(Br)c1)NC(=O)c1ccco1,0.8,10,9,0.1
O=c1oc2ccccc2cc1-c1csc(Nc2ccc(Oc3ccc4ccccc4c3Cl)c(Cl)c2)n1,0.6,-8,-7,-0.1
CCOC(=O)N1CCN(C(=O)C2CCN(S(=O)(=O)CC)CC2)CC1,0.4,-4,-5,0.0
O=C(Cc1ccccc1F)Nc1ccc2c(c1)CN(C(=O)c1ccsc1)CC2,-1.3,3,5,-0.1
CCN(CC)c1nc(Nc2ccc3ncccc3c2)nc(NC2CCN(Cc3ccccc3)CC2)n1,-0.1,10,7,0.0
COc1cccc(OCCCCn2ccnc2C)c1,0.8,48,4,0.0
CC1(C)Cc2ccccc2C(N2CCOCC2)=N1,1.0,14,-10,0.6
COc1ccc(/C=C/C(=O)NC(C)c2ccccc2)cc1 (configuration not stated),0.7,14,0,-0.1
CC(=O)c1c(C)[nH]c(C(=O)CSc2nnc(-c3ccc(C)cc3)n2N)c1C,-0.6,13,0,0.1
Cc1cc(C)nc(NC(=O)Nc2ccccc2C(F)(F)F)c1,3.7,6,4,1.2
CCOC(=O)C1=C(C)NC(=O)NC1c1ccc(OS(=O)(=O)c2ccc(C)cc2)cc1 (configuration not stated),2.2,-3,-3,-0.2
O=C(OCc1c(Cl)cccc1Cl)c1cc(S(=O)(=O)N2CCOCC2)ccc1F,0.1,-3,-1,0.1
CCCN1CCC(NCCc2ccc(Cl)cc2)CC1,-0.1,51*,5,0.0
COc1ccc(Cl)cc1S(=O)(=O)NCC12CC3CC(CC(C3)C1)C2,-1.0,-2,-7,-0.1
N#CC1=C(N)n2c(s/c(=C\c3ccc(Br)s3)c2=O)=C(C#N)C1c1ccc(Br)s1 (configuration not stated),-1.6,16,0,-0.1
Cc1cc(C)cc(N2C(=O)/C(=C/c3cccc([N+](=O)[O-])c3)N=C2c2cccc(Cl)c2)c1,-0.2,-3,-10,0.0
O=C(Nc1ccc(S(=O)(=O)Nc2ncccn2)cc1)c1ccc(=O)[nH]c1,0.7,13,2,0.4
Cc1cccc(Cn2nnc(C(=O)O)c2C(=O)O)c1,0.1,2,6,0.2
CN1C(=O)C(CC(=O)Nc2ccc(F)cc2)N(Cc2ccco2)C1=S (configuration not stated),-1.1,5,0,-0.2
CC(=O)c1ccc(NC(=S)NC(=O)c2ccc(C)cc2)cc1,1.4,13,-52,1.5
CCn1c(C(=O)O)cc2oc3ccccc3c21,-0.8,-6,-8,0.2
Cc1ccccc1CSc1nc2ccccc2c(=O)n1CC1CCC(C(=O)NCCc2ccccc2)CC1 (configuration not stated),2.9,0,-5,-0.1
CC(=O)NNc1ncnc2c1cnn2-c1ccc(F)cc1,-0.3,-10,-26,-0.1
c1cc(Cn2cccn2)cc(Nc2nccc(-c3cncc(N4CCOCC4)c3)n2)c1,-2.3,21,79*,0.3
Cc1cc(C)c2cc3c(cc2n1)CCN3C1OC[C@@H](O)[C@@H](O)[C@@H]1O (some centres not stated),-0.3,-4,-12,-0.1
COc1ccc(-c2nc3c(Nc4ccc(NC(C)=O)cc4)ncnc3n2C(C)C)cc1,1.1,13,-12,0.1
COc1cccc(OC)c1C(=O)Nn1c(C2CC2)nc2ccccc2c1=O,0.0,9,-3,0.0
N/C(=N\OC(=O)c1ccccc1Cl)c1ccc(Cl)cc1,-0.3,-9,-1,-0.1
O=C(Nc1cc(Cl)c(Cl)cc1Cl)c1cccs1,-0.9,2,-14,0.2

3 neighbouring compounds from above, quoted:
structure,GPR151 ag,MITF inh,TEAD-YAP block,FBW7 activator
c1cc(Cn2cccn2)cc(Nc2nccc(-c3cncc(N4CCOCC4)c3)n2)c1,-2.3,21,79*,0.3
Cc1cc(C)c2cc3c(cc2n1)CCN3C1OC[C@@H](O)[C@@H](O)[C@@H]1O (some centres not stated),-0.3,-4,-12,-0.1
COc1ccc(-c2nc3c(Nc4ccc(NC(C)=O)cc4)ncnc3n2C(C)C)cc1,1.1,13,-12,0.1

(listing goes on)
structure,GPR151 ag,MITF inh,TEAD-YAP block,FBW7 activator
COc1ccc(C2C(C(=O)OC3CCCC3)=C(C)NC3=C2C(=O)CCC3)cc1OC (configuration not stated),-1.3,-1,-16,0.1
CCCn1c(C)c(C)n2c3c(=O)n(CC(=O)OCC)c(=O)n(C)c3nc12,-0.8,1,12,-0.1
Fc1cccc2sc(NCc3ccccc3)nc12,-0.6,-2,-60,0.1
CC(C)c1ccc2oc(-c3ccc(N)cc3O)nc2c1,-0.9,-3,87*,-0.1
CCc1nc2sc(C(=O)c3ccc(C)cc3)c(N)c2cc1C,0.6,-4,-9,0.4
CCN1C(=O)c2ccccc2S(=O)c2ccc(C(=O)NCc3ccc(F)cc3)cc21 (configuration not stated),-0.1,13,-18,-0.6
CC(=O)/C(N=Nc1ccc(S(=O)(=O)N2CCOCC2)cc1)=C(\C)O,-1.4,6,-8,0.0
CCOc1ccccc1N1C(=O)C2C(c3ccc(Cl)cc3)OC3(C(=O)c4ccccc4C3=O)C2C1=O (configuration not stated),1.1,12,5,-0.1
COc1ccc(CNCC(=O)O)cc1,-1.6,-4,-19,0.0
CCOc1ccc(N2C(=O)C(Cl)=C(N3CCOCC3)C2=O)cc1,0.2,-2,17,0.1
COc1ccc(-c2ccc(C(=O)NCc3ccco3)c(N(C)C(C)=O)n2)cc1,-0.2,-3,-4,0.0
Cc1nc2ncnn2c(NCCc2ccccc2)c1C,-1.3,17,42*,1.2
CCN(Cc1ccccc1)C(=O)Nc1ccc(-c2cn[nH]c2)cc1OC,0.5,13,-14,-0.1
O=C1[C@@H]2C[C@H](NCc3ccccc3F)CN2C(=O)[C@@H]2CCCN12,0.2,12,-9,-0.1
CC(C)(C)NC(=O)CSc1ccc(-c2ccc(F)cc2)nn1,-0.2,4,6,0.0
O=[N+]1C=C(c2cccc(C(F)(F)F)c2)N([O-])C2CCCCC21 (configuration not stated),2.3,-10,2,-0.3
COc1ccc(-c2nccc(NCCCN3CCCC3=O)n2)cn1,-1.5,-7,-13,0.1
COc1ccc(CCNc2nc(-c3c(C)noc3C)nc3c2ncn3-c2ccccc2)cc1,-0.9,2,-10,-0.1
Cc1ccc(NC(=O)Cn2cnc3sc(C(=O)N4CCCC4)c(C)c3c2=O)cc1Cl,-0.4,15,-1,0.3
Fc1ccc(C2C=C(c3ccccc3)Nc3ncnn32)cc1 (configuration not stated),-0.8,14,4,0.2
COC(=O)c1cccc(N2C(=O)C3C4C=CC(C4)C3C2=O)c1 (configuration not stated),-0.5,8,10,0.0
CC1CCCC(C)N1C(=O)CN1C(=O)C(C)(C)Oc2ccc(C(=O)NC3CC3)cc21 (configuration not stated),-0.6,-12,-4,0.0
COc1cccc(C(=O)C2CCCN(C(=O)c3ccccn3)C2)c1 (configuration not stated),-0.7,14,-3,0.1
COC(=O)c1cc2c(cc1N)OCCO2,-2.8,23,-16,0.7
O=C(O)CC(C(=O)OC1CCCCC1)N1CCOCC1 (configuration not stated),1.8,-11,6,-0.1
COc1ccc(NC(=O)C/C(C)=N/NC(=O)COc2cccc(C)c2)c(OC)c1,-0.2,12,-1,0.4
Cc1ccc(S(=O)(=O)N(CC(=O)Nc2cccnc2)c2ccccc2F)cc1,0.0,11,-2,-0.1
NC1=NC(=O)CC(C(=O)Nc2ccccc2)S1 (configuration not stated),1.9,11,-5,1.1
COc1ccc(C(=O)N2CCCC(C(=O)Nc3cccc(-c4ccc(F)cc4)c3)C2)o1 (configuration not stated),-0.1,10,10,-0.1
COc1cc(NS(=O)(=O)Cc2ccccc2)cc(OC)c1OC,-0.4,-6,22,-0.4
O=[N+]([O-])c1ccc2oc(SCc3nc4ccccn4c3Br)nc2c1,-0.1,5,2,1.0
CC12CN3CC(C)(CN(C1)C3c1c(O)ccc3ccccc13)C2=O (configuration not stated),0.9,-1,-5,-0.1
O=C1/C(=N/NC(=S)Nc2cccnc2)c2cccc3cccc1c23,0.9,21,5,0.0
O=C1CC(Sc2nnnn2-c2ccccc2)C(=O)N1c1ccc(Cl)c(Cl)c1 (configuration not stated),-0.8,3,-1,0.0
COc1cccc(C(=O)CC(=O)C(=O)Nc2cccc(C(C)=O)c2)c1,0.0,21,6,-0.1
COc1ccccc1C(=O)Nc1ccnn1C1CCN(C2CSCCSC2)CC1,3.3,-15,25,0.7
Cc1ccc(NS(=O)(=O)CC23CCC(CC2=O)C3(C)C)cc1C (configuration not stated),1.3,2,8,0.2
Fc1ccccc1NC(=S)NCCCn1ccnc1,4.8,14,-4,0.0
Nc1ncnc(N2CCc3ccccc32)c1[N+](=O)[O-],1.9,-3,36*,-0.1
Cc1ccccc1OCC(=O)NCCc1ccc2c(c1)CCCN2C,-0.4,-5,3,-0.2

Entries of single compounds, quoted from the list:
O=C1CC(Sc2nnnn2-c2ccccc2)C(=O)N1c1ccc(Cl)c(Cl)c1 (configuration not stated) reads GPR151 ag: -0.8; MITF inh: 3; TEAD-YAP block: -1; FBW7 activator: 0.0
O=C1/C(=N/NC(=S)Nc2cccnc2)c2cccc3cccc1c23 reads GPR151 ag: 0.9; MITF inh: 21; TEAD-YAP block: 5; FBW7 activator: 0.0
COc1cccc(C(=O)CC(=O)C(=O)Nc2cccc(C(C)=O)c2)c1 reads GPR151 ag: 0.0; MITF inh: 21; TEAD-YAP block: 6; FBW7 activator: -0.1

New compounds follow
structure,GPR151 ag,MITF inh,TEAD-YAP block,FBW7 activator
CCCNc1ccnc(Nc2ccnn2C)n1,-0.2,3,-2,0.0
COc1ccc(OC)c(S(=O)(=O)n2ccnc2-c2ccccc2)c1,-1.6,4,19,0.7
O=C(N=C1SCCN1CC(O)c1ccccc1)c1ccccc1 (configuration not stated),-1.8,26,4,0.0
O=C(Cc1cc(F)ccc1F)NCC1CCC2(CCN(Cc3ccccn3)CC2)O1 (configuration not stated),0.0,9,4,-0.1
O=C(NCC1CCCO1)c1ccc2c(=O)n(Cc3ccco3)c(SCc3ccc(F)cc3Cl)nc2c1 (configuration not stated),0.8,-3,3,0.1
Cc1ccc(NC(=O)CN2CCN(c3ccc(Cl)cc3)CC2)cc1F,-0.2,6,12,0.1
CN(CCOc1ccccc1)C(=O)CC1C(=O)NCCN1Cc1ccccc1C(F)(F)F (configuration not stated),0.6,-5,-6,0.3
Cc1ccc(C(=O)n2c(C)nc3ccccc32)o1,0.5,1,9,0.1
O=C1N[C@@H](Cc2cnc[nH]2)C(=O)N2CCN(C(=O)c3cc(F)c(F)cc3F)C[C@H]12,-0.4,-8,-1,-0.1
COc1ccc2nc(NC(=O)C3c4ccccc4C(=O)N(C)C3c3ccc(OC)c(OC)c3)sc2c1 (configuration not stated),0.6,0,7,-0.2

Screening results deposited in PubChem by The Scripps Research Institute Molecular Screening Center.
